Anthrax LF inh2 – Bacillus anthracis LF protease inhibitors, primary screen, biochemical, multiplex microsphere, MLPCN library. hit rate 0.12% among 360,000. inhibition, % at 10 µM. multiplex microsphere protease cleavage assay. Lethal factor (Bacillus anthracis), P15917. AID 588501, 2011; also: plate controls were buffer without enzyme for full effect and enzyme alone for no effect
BoNT-F LC inh – BoNT/F light chain protease inhibitors, primary screen, biochemical, flow cytometry, MLPCN library; Botulinum neurotoxin type F light chain protease (Clostridium botulinum); Multiplex microsphere protease cleavage assay; inhibition, % at 10 µM; hit rate 0.22% among 360,000; AID 588497, 2011; in the data active = inhibition above about 35%, passing the limit was not always enough; inconclusive = no clear call, values can overlap the other calls; also: plate controls were buffer without enzyme for full effect and enzyme alone for no effect
Rv3671c inh – Rv3671c serine protease inhibitors, primary screen, biochemical, fluorescence polarization, M. tuberculosis H37Rv. AID 2606, 2010. hit rate 0.048% among 320,000. inhibition, % at 5.96 µM. P9WHR9; in the data active = inhibition above about 38%;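 also: extracellular domain of Rv3671c used as enzyme; 0% = enzyme with DMSO and 100% = no enzyme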
Target sequence (P9WHR9 whole entry, looked up, the tested form may be a part): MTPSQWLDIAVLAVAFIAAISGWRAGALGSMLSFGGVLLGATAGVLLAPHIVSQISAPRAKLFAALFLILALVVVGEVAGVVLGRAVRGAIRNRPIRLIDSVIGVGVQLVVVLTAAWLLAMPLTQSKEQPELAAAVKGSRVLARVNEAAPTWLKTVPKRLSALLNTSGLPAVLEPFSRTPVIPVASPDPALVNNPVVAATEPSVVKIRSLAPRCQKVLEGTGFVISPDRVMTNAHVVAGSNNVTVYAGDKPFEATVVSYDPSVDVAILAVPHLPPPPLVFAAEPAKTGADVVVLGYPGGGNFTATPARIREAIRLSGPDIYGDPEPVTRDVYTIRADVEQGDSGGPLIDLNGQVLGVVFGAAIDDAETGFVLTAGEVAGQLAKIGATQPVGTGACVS
BoNT A protease – BoNT/A light chain protease inhibitors, primary screen, biochemical, flow cytometry, MLPCN library; Botulinum neurotoxin type A light chain protease (Clostridium botulinum A str. ATCC 3502); AID 588499, 2011; multiplex microsphere protease substrate cleavage; hit rate 0.17% among 360,000; inhibition, % at 10 µM; also: plate controls were buffer without enzyme for full effect and enzyme alone for no effect
SSB-PriA inh – inhibitors of Klebsiella pneumoniae PriA binding to SSB C-terminal tail, primary screen, biochemical, AlphaScreen; PriA–SSB C-terminal tail interaction (Klebsiella pneumoniae); AlphaScreen SSBct-PriA binding, biotinylated peptide; inhibition, % at 33 µM; hit rate 0.6% among 430,000; in the data active = inhibition mostly above about 37%, no sharp cut-off; inactive = mostly below about 20%;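 also: plate controls were negative control peptide for no effect and reference peptide for full effect; strong numbers were not always called active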
3CLpro inhibitor – SARS-CoV 3CLpro protease inhibitors, primary screen, biochemical, quenched FRET. Replicase polyprotein 1ab (Severe acute respiratory syndrome coronavirus), P0C6X7. recombinant SARS-CoV 3CLpro, quenched FRET peptide cleavage. inhibition, % at 6 µM. hit rate 0.14% among 290,000; in the data active = inhibition above about 12%
MazF activator – activators of E. coli MazEF toxin-antitoxin RNase, primary screen, biochemical, fluorescence, uHTS | Endoribonuclease toxin MazF (Escherichia coli (strain K12)), P0AE70 | FAM/BHQ RNA-DNA oligo cleavage fluorescence, 5 h | activation, % at 20 µM | hit rate 0.32% among 350,000 | AID 504720, 2011; in the data active = activation above about 50%
Target sequence (P0AE70 whole entry, looked up): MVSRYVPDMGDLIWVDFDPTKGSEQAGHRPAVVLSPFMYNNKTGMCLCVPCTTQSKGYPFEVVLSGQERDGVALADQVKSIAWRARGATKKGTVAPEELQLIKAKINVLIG
CCHFV vOTU inh – CCHFV vOTU protease inhibitors, primary screen, biochemical, Pep-AMC substrate, fluorescence | inhibition, % at 11.5 µM | hit rate 0.55% among 370,000; in the data active = inhibition above about 30%; also: 0% = vehicle wells with enzyme and 100% = no enzyme wells
PrPC TRFRET – inhibitors of human cell surface prion protein PrPC, primary screen, cell-based, TR-FRET. Major prion protein (Homo sapiens), P04156. TR-FRET read-out. inhibition, % at 13.8 µM. hit rate 0.43% among 370,000; in the data active = inhibition above about 24%; also: 0% = median of the test wells and 100% = reference compound wells
DUSP3 inh – VHR1 phosphatase inhibitors, primary screen, biochemical, absorbance, uHTS | Dual specificity protein phosphatase 3 (Homo sapiens), P51452 | recombinant VHR phosphatase, pNPP absorbance | inhibition, % at 13.3 µM | hit rate 0.52% among 290,000; in the data active = inhibition above about 50%; also: some compounds called inactive have numbers as strong as hits
Target sequence (P51452 whole entry, looked up): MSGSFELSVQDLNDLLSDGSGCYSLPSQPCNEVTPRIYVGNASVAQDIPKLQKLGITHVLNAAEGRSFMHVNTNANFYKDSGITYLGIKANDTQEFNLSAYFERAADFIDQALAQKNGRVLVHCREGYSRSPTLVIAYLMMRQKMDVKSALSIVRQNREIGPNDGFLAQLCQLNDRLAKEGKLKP
Active calls of the source: *; i = inactive; ? = inconclusive; . = not tested or not shown. Rule as the data show it, unless noted: active = inhibition above about 30%; inconclusive = no clear call, values can overlap the other calls; inactive = below that.

SMILES	Anthrax LF inh2	BoNT-F LC inh	Rv3671c inh	BoNT A protease	SSB-PriA inh	3CLpro inhibitor	MazF activator	CCHFV vOTU inh	PrPC TRFRET	DUSP3 inh
CC(=O)c1ccc(C(=O)N(C)C2CCCN(Cc3ccccc3F)C2)s1 (centres undefined)	-4	-1	-1	-1.8	-10	-1	4	7	-6	14
CN(CCC#N)C(=S)Nc1ccc(S(=O)(=O)N2CCOCC2)cc1	-3	-1	-2	-1.4	-11	-3	7	-10	5	17
Cc1cc(=O)oc2c3c(cc(OCC(=O)NCc4ccccc4)c12)OC(C)(C)CC3	-1	6	-8	-0.3	-4	-1	2	-94	8	12
CSc1ncccc1C(=O)NCCc1ccc(Cl)cc1	-1	4	6	1.3	-9	6	-31	15	-2	0
CC(=O)N1CCN(C(=O)CCNS(=O)(=O)c2ccc(Br)cc2)CC1	2	-5	-9	0.5	-8	.	-4	-2	-2	.
COc1ccccc1N1CCN(C(=O)c2ccc(Cn3c(=O)[nH]c4ccsc4c3=O)cc2)CC1	-8	1	-5	-0.9	-12	1	1	5	2	25
CN(C)C(=O)CSc1nnc([C@H](Cc2ccccc2)NC(=O)OC(C)(C)C)o1	27	?	0	?	-2	-2	7	-11	-3	21
Cc1ccc(C)c(NC(=O)C(Sc2cccc[n+]2[O-])c2ccccc2)c1 (centres undefined)	-2	-1	-2	-0.5	0	4	-5	-2	2	5
CCn1nc(C(=O)OC(C(=O)c2c[nH]c3ccccc23)c2ccccc2)c2ccccc2c1=O (centres undefined)	-3	-4	-169	0.3	-5	5	-8	-5	-7	6
CN1CCN(c2ccc(S(=O)(=O)N3CCOCC3)cc2NC(=O)CSCc2ccccc2)CC1	-3	-4	1	0.9	-2	.	4	-5	-1	.
COc1cc(O)c(CCC(=O)c2ccc(OC)c(OC)c2)c(OC)c1	2	-34	-9	0.6	7	2	2	15	-1	39
CCC(C)NC(=O)CSc1nc2n[nH]c(C)c2c(=N)n1-c1ccc(OC)cc1 (centres undefined)	6	0	1	-0.3	-5	-4	3	-4	0	-12
CCOC(=O)C1CCCN(CC(=O)Nc2nccs2)C1 (centres undefined)	11	-8	-10	3.8	0	-3	4	3	1	73
CN1CC(=O)N(CC(=O)NCc2ccc3c(c2)OCO3)C1=O	-3	4	5	0.0	-16	1	1	23	6	12
CC(=O)c1c(C)n(CC(=O)NCc2ccco2)c2ccccc12	-4	2	2	0.0	-5	1	-3	-5	3	26
CC(C(=O)N1CCN(c2ccc(Cl)cc2)CC1)c1ncc(C(F)(F)F)cc1Cl (centres undefined)	-3	-1	-11	-0.8	-10	2	0	-4	0	25
O=C(CCC(=O)N(CC(=O)NC1CCCC1)Cc1ccc(F)cc1)Nc1nccs1	-3	1	0	0.7	-2	1	0	20	-7	25
COc1ccc(CNC(=O)C2CCCN(S(=O)(=O)c3ccccc3)C2)cc1 (centres undefined)	5	1	6	3.4	0	1	-10	7	4	0
Cc1nnc(SCC(=O)N2CCCC(C(=O)c3ccc(Cl)cc3)C2)o1 (centres undefined)	-3	-1	15	0.2	3	3	8	5	-4	22
O=C(CSc1cccc2cccnc12)N/N=C/c1ccc(O)cc1	0	-3	8	0.1	i	-1	9	-8	-11	23
Cc1cccc(NC(=O)COC(=O)Cc2cccs2)c1C	2	4	-1	2.9	-9	.	7	5	3	.
COCc1nnc(NC(=O)c2ccc(NC(=O)C(C)C)cc2)s1	-2	-3	6	-1.9	-3	-3	8	1	1	19
Cc1ccc2c(CSc3nc4ccccc4c(=O)n3CCCO)cc(=O)oc2c1	4	-4	.	-0.3	-6	.	7	5	1	.
CCCc1cc(=O)oc2c(CN3CCCC3)c(O)c(Cl)cc12	-12	-8	-4	-0.3	-10	1	4	-306	-6	17
Brc1ccc(-c2ccc(/C=N/Nc3nncc(-c4ccccc4)n3)o2)cc1	-4	-28	6	0.0	.	-4	1	2	3	35

An excerpt of these results, bar-delimited:
Compound | Anthrax LF inh2 | BoNT-F LC inh | Rv3671c inh | BoNT A protease | SSB-PriA inh | 3CLpro inhibitor | MazF activator | CCHFV vOTU inh | PrPC TRFRET | DUSP3 inh
CN(C)C(=O)CSc1nnc([C@H](Cc2ccccc2)NC(=O)OC(C)(C)C)o1 | 27 | ? | 0 | ? | -2 | -2 | 7 | -11 | -3 | 21
COCc1nnc(NC(=O)c2ccc(NC(=O)C(C)C)cc2)s1 | -2 | -3 | 6 | -1.9 | -3 | -3 | 8 | 1 | 1 | 19
CCOC(=O)C1CCCN(CC(=O)Nc2nccs2)C1 (centres undefined) | 11 | -8 | -10 | 3.8 | 0 | -3 | 4 | 3 | 1 | 73
Cc1cc(=O)oc2c3c(cc(OCC(=O)NCc4ccccc4)c12)OC(C)(C)CC3 | -1 | 6 | -8 | -0.3 | -4 | -1 | 2 | -94 | 8 | 12
Cc1ccc2c(CSc3nc4ccccc4c(=O)n3CCCO)cc(=O)oc2c1 | 4 | -4 | . | -0.3 | -6 | . | 7 | 5 | 1 | .
CN(CCC#N)C(=S)Nc1ccc(S(=O)(=O)N2CCOCC2)cc1 | -3 | -1 | -2 | -1.4 | -11 | -3 | 7 | -10 | 5 | 17

(more compounds)
SMILES	Anthrax LF inh2	BoNT-F LC inh	Rv3671c inh	BoNT A protease	SSB-PriA inh	3CLpro inhibitor	MazF activator	CCHFV vOTU inh	PrPC TRFRET	DUSP3 inh
COc1cc2c(cc1OC)C13CCN4C=C5CCOC6CC(=O)N2C1C6C5CC43 (centres undefined)	-6	-6	.	0.2	6	.	1	3	-8	.
CNC(=S)N1CCN(c2nc3ccccc3s2)CC1	-2	-3	-3	-0.7	-3	-4	5	-7	1	-1
CCOc1ccc(Br)cc1CN(CC)CC	.	.	2	.	-7	-4	-5	-13	-6	22
COC(=O)CNC(=O)C1Nc2ccccc2C2C=CCC12 (centres undefined)	-11	-13	10	0.0	4	.	6	16	-12	.
Cc1ccc(CS(=O)(=O)Cc2ccc(C(=O)NC3CC3)o2)cc1	-2	2	4	-0.5	-10	0	11	25	0	4
CC(C)(C)C(=O)N1CCN(c2ccc([N+](=O)[O-])c(NCc3cccnc3)c2)CC1	-1	2	2	-0.3	13	-4	2	2	-15	35
O=C(O)c1ccccc1-c1nc(-c2ccccc2)c(-c2ccccc2)[nH]1	0	4	13	0.3	-19	1	30	1	2	22
COc1nc(NC(=O)c2ccc(F)cc2)nc(OC)c1-c1ccccc1	-8	0	-2	0.6	-7	0	10	17	1	20
CCOC(=O)CSc1nc(N2CCOCC2)c2c(c1C#N)CC(C(C)C)OC2 (centres undefined)	7	10	-8	0.9	-2	1	0	8	-2	-15
CC(=O)Nc1ccc(S(=O)(=O)Oc2ccccc2N2CCCCC2)cc1	-5	0	-1	-2.1	-5	3	-11	2	11	-13
O=C(O)c1cc(N/N=C/c2cccnc2)ccc1Cl	1	0	1	-0.7	i	1	0	3	2	1
Cc1cc(=O)nc2c3ccccc3n(C(C)C(=O)Nc3c(F)c(F)c(F)c(F)c3F)n12 (centres undefined)	2	-5	2	-0.6	-8	7	1	0	-3	-16
C/C(=N\NC(=O)c1cc(Cl)ccc1O)c1ccc(Br)s1	1	1	-2	-0.3	.	-1	1	-5	3	13
COCCN(Cc1ccc(C)cc1)C(=O)[C@H]1O[C@@H](n2ccc(N)nc2=O)[C@H](O)[C@@H]1O	7	-1	.	-0.6	.	.	.	-1	-2	.
O=C(C[C@@H]1C/C=C\C[C@@H](Cc2ccc(F)cc2)C(=O)OC[C@H]2CCCN2C1=O)N[C@H](CO)Cc1ccccc1	4	-2	6	0.5	.	.	6	-3	-8	.
CC(=O)Nc1ccc(C(=O)Nc2cccc(S(=O)(=O)N(C)c3ccccc3)c2)cc1	-3	4	-28	0.7	-12	.	-34	12	-1	.
Nc1nc(CSc2nnnn2-c2ccc(F)c(Cl)c2)nc(N2CCOCC2)n1	-1	2	-7	-0.8	10	-2	4	3	-7	.
CC1CCCN(C(=O)C2CCC(CNc3c(N4CCCCC4)c(=O)c3=O)CC2)C1 (centres undefined)	-2	-3	-1	-0.3	-5	3	2	0	-4	-4
COCCN1C[C@@H](CO)O[C@@H](n2cnc3c(NCCN(C)C)ncnc32)C1	0	3	.	0.1	.	.	.	-6	4	.
COc1cc(C(C)=O)ccc1OCC(=O)NCC1(N2CCCCC2)CCCCC1	-2	-2	-1	0.1	-11	5	1	2	-2	4
CCOC(=O)Cc1c(C)nc2c(-c3ccccc3)c[nH]n2c1=O	5	3	2	0.4	-1	-2	6	-6	4	24
COC(=O)C(COC(=O)c1c(F)cccc1F)NC(=O)c1c(F)cccc1F (centres undefined)	4	-9	0	-1.3	9	2	5	-16	11	0
COc1ccc(CNC(=O)Cn2ccc(NC(=O)OCc3ccccc3)nc2=O)cc1	5	-2	1	0.0	-13	.	5	0	0	.
CCn1c(C(=O)NCCCc2ccccc2)cc2sccc21	0	-3	-1	1.2	-26	6	-17	0	6	29
COc1ccc(-c2cc(C(F)(F)F)nc(N)n2)cc1	3	0	-4	-0.1	-20	6	8	-12	2	-10
Later entries.
SMILES	Anthrax LF inh2	BoNT-F LC inh	Rv3671c inh	BoNT A protease	SSB-PriA inh	3CLpro inhibitor	MazF activator	CCHFV vOTU inh	PrPC TRFRET	DUSP3 inh
CCOC(=O)c1nn(-c2ccc(C)c(C)c2)c(=O)c(C#N)c1C	10	?	-8	1.1	11	-1	2	28	-50	10
C#CCOCCOCCOCCNc1nc(N2CCN(C(=O)CCCCCCCCCCNC(=O)Cn3cc(CCCCCN)nn3)CC2)nc(N2CCN(C(=O)CCCCCCCCCCNC(=O)Cn3cc(C[C@@H](C)O)nn3)CC2)n1	-2	-6	-5	0.2	-4	.	-37	.	.	.
O[C@@H]1C[C@H](c2ccc(Cl)cc2)N(Cc2cccs2)C[C@H]1n1cc(-c2ccc(F)cc2)nn1	-4	2	.	-0.1	.	.	-7	4	-4	.
Cc1nnc(NC(=O)C(c2ccccc2)c2ccccc2)s1	-9	16	1	0.7	-6	5	3	17	1	26
COc1ccc(/C=C2\Oc3cc(OCC(=O)N4CCC(C(=O)O)CC4)ccc3C2=O)c(OC)c1OC	-7	3	-4	0.0	3	7	1	7	-44	33
N/C(=N\OC(=O)c1cccc(Cn2cc(C(F)(F)F)ccc2=O)c1)c1ccccc1	9	?	-13	-3.3	.	-5	0	0	-1	6

High-throughput results (PubChem BioAssay)

The list is partial (hit frequency here may not be typical).
